Compound activity from PubChem BioAssay.
ABCG2 inh – ABCG2 efflux pump inhibitors, primary screen, multiplex with ABCB1, IgMXP3 cells, flow cytometry | inhibition, % at 6.6 µM | 190,000 tested, 0.1% active | Broad substrate specificity ATP-binding cassette transporter ABCG2 (Homo sapiens), Q9UNQ0 | AID 1325, 2008 | JC-1 efflux;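 active = inhibition above 80%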;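 also: 0% = DMSO and 100% = nicardipine control wells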
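System: two drug-resistant human cell lines, ABCG2 and ABCB1; controls: nicardipine high and DMSO low controls; times: 10 min exposure at 25 °C with rotation, no wash; detection: flow cytometry of retained JC-1 fluorescence; read-out basis: percent efflux inhibition, scaled nicardipine 100% to DMSO 0%; doses: one concentration, 6.6 µM final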
Rab2A wt mod – modulators of GTP binding to Rab2A wildtype, primary screen, biochemical, dog, bead-based flow cytometry, multiplex. Ras-related protein Rab-2A (Canis lupus familiaris), P61105. GST-Rab2 wt beads, Bodipy-GTP binding. GTP binding activity, % at 10 µM. 190,000 tested, 0.19% active. AID 760, 2007;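 active = GTP binding activity at least 20 points away from 100%, either lowered or raised; inconclusive = signal likely due to the compound's own green fluorescence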;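 also: 0% = beads with excess unlabeled GTP and 100% = no-compound control corrected for plate trend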
Rab7 wt GTP bind – modulators of GTP binding to Rab7, primary screen, biochemical, wildtype, multiplex bead flow cytometry; Rab7 GTPase wild type (dog), Bodipy-FL-GTP binding; GST-Rab7 beads, fluorescent GTP binding; actives lie on both sides; untreated = 100%, excess cold GTP = 0%; GTP binding activity (percent of control), % at 10 µM; 190,000 tested, 0.055% active; AID 758, 2007;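 active = fluorescent GTP binding to Rab7 beads changed by at least 20 points from the 100% baseline, either direction, mostly lower; inconclusive = compound itself probably fluorescent, or too few beads counted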;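 also: median green fluorescence of bound Bodipy-FL-GTP per Rab7 bead population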
Rac1 act GTP bind – GTP binding modulators of activated mutant Rac1, primary screen, biochemical, bead-based flow cytometry, multiplex, fluorescent GTP; Ras-related C3 botulinum toxin substrate 1 (Homo sapiens), P63000; GST-Rac1 activated beads; actives lie on both sides; 100% means binding = to untreated wells; percent activity (GTP binding), % at 10 µM; 190,000 tested, 0.11% active; AID 764, 2007;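 active = GTP binding at least 20 percentage points away from the 100% baseline, in either direction, so actives lie on both sides; inconclusive = Compound likely fluorescent itself, or too few beads counted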
Cdc42 wt – modulators of GTP binding to wildtype Cdc42, primary screen, biochemical, multiplex bead flow cytometry, Bodipy-GTP; Cell division control protein 42 homolog (Homo sapiens), P60953; percent activity (GTP binding), % at 10 µM; 190,000 tested, 0.2% active; AID 761, 2007; GST-Cdc42 beads; actives lie on both sides;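 active = percent activity GTP binding at least 20 points away from the 100% baseline, either down as inhibitor or up as activator; inconclusive = compound flagged as likely green fluorescent from well-wide comparison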;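 also: median bead fluorescence of bound Bodipy-FL-GTP at 100 nM; 0% = excess unlabeled GTP control and 100% = no compound control; below 100% means less GTP binding so inhibitor and above means activator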
Target sequence (P60953 whole entry, looked up): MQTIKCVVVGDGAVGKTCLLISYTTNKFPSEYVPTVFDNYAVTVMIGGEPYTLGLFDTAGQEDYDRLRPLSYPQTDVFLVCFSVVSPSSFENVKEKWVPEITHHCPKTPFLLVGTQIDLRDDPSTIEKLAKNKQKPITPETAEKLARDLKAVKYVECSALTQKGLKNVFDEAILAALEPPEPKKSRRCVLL
Rac1 wt modul – wildtype Rac1 GTP binding modulators, primary screen, biochemical, GST-Rac1 beads, flow cytometry, multiplex; fluorescent GTP binding; actives lie on both sides; 0 = cold GTP competed, 100 = untreated; GTP binding activity (% of control), % at 10 µM; Ras-related C3 botulinum toxin substrate 1 (Homo sapiens), P63000; 190,000 tested, 0.27% active;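 active = GTP binding activity at least 20 points away from the 100% control level, either lower or higher; inconclusive = compound flagged as likely green fluorescent, judged across all proteins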
Avidin bead fluor – green autofluorescence of compounds with avidin beads – biophysical, 488/530 nm, flow cytometry, artefact control, profiling panel | compound fluorescence 488/530 nm; stronger effect = higher value | fluorescence (KMESF) at 10 µM | 220,000 tested, 0.38% active | AID 1775, 2009; in the data active = fluorescence above about 47; also: inactives centre near 10
Mcl1 Noxa PPI – Mcl-1/Noxa binding inhibitors, primary screen, biochemical, TR-FRET, 1536-well | Induced myeloid leukemia cell differentiation protein Mcl-1 (Homo sapiens), Q07820 | TR-FRET Mcl-1/Noxa peptide binding, 2 h | inhibition, % at 21.7 µM | 220,000 tested, 1.5% active | AID 1022, 2008;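 active = compounds that cut the protein-peptide binding signal by more than 50% relative to plate controls in a single-dose test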;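 also: His-tagged Mcl-1 with rhodamine Noxa BH3 peptide and terbium anti-His antibody; 0% = Mcl-1 plus Noxa peptide wells and 100% = peptide-only wells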
Target sequence (Q07820 whole entry, looked up): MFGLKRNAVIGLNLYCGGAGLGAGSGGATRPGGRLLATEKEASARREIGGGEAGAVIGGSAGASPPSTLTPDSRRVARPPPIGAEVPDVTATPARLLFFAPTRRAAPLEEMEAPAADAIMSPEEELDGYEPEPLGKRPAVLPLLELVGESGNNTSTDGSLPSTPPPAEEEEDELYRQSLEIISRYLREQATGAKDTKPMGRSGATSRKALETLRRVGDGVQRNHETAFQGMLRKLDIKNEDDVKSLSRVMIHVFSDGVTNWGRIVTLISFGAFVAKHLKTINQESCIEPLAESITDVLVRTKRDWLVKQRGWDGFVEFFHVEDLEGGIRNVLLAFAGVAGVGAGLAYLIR
HRas wt GTP – modulators of GTP binding to HRas wildtype, primary screen, biochemical, bead-based flow cytometry, multiplex | GTP binding activity, % at 10 µM | 190,000 tested, 0.14% active | GST-Ras wt beads, Bodipy-FL-GTP binding; actives lie on both sides;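 active = GTP binding activity at least 20% away from the 100% baseline, either lowered as inhibitor or raised as activator; inconclusive = flagged as likely green fluorescent, judged across all proteins in the well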;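 also: 0% = unlabeled GTP competition control and 100% = no-compound control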
Target sequence (P01112 whole entry, looked up): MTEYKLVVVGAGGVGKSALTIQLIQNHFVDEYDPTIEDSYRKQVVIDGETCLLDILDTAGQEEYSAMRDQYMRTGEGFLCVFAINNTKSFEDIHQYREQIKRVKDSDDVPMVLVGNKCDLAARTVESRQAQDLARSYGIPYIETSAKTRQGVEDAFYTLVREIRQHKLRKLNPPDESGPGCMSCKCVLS
ABCB1 inh – ABCB1 efflux pump inhibitors, primary screen, cell-based, multiplex, flow cytometry, ABCG2 counter-screen; inhibition, % at 6.6 µM; AID 1326, 2008; CCRF-Adr cells, JC-1 efflux; 190,000 tested, 0.067% active; in the data active = inhibition above about 40%;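 also: 0% = vehicle and 100% = reference inhibitor; higher value means more JC-1 retained so stronger ABCB1 efflux block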
Pf gametocyte – late stage P. falciparum gametocyte viability inhibitors, primary screen, ATP luminescence, HTS. inhibition, % at 10.9 µM. P. falciparum stage V gametocytes, 24 h. 150,000 tested, 0.065% active;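 active = inhibition above the mean plus 3 SD of compounds within the control limits, set per campaign, cut at about 38% in these data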;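 also: 0% = DMSO wells and 100% = medium only without gametocytes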
An asterisk follows results filed as active; ? = inconclusive; . = not tested or not shown.

SMILES | ABCG2 inh | Rab2A wt mod | Rab7 wt GTP bind | Rac1 act GTP bind | Cdc42 wt | Rac1 wt modul | Avidin bead fluor | Mcl1 Noxa PPI | HRas wt GTP | ABCB1 inh | Pf gametocyte
COc1cc(NC(=S)NC(=O)c2ccccc2F)ccc1NC(=O)c1ccco1 | -3 | 97 | 99 | 102 | 103 | 105 | 0 | 32 | 104 | -0.6 | 13
Cc1ccc(S(=O)(=O)N2CN(Cc3ccco3)c3nc4ccccc4nc32)cc1 | -14 | 102 | 104 | 97 | 102 | 108 | 15 | 15 | 102 | 1.5 | .
Cc1cc(O)cc(O[C@H]2OC(CO)[C@H](O)[C@@H](O)[C@H]2O)c1 (stereo not given in full) | 0 | 100 | 99 | 101 | 106 | 107 | 10 | 2 | 102 | 1.2 | .
COc1ccc(C2(C)NC(=O)N(CC(=O)Nc3ccc(-c4nc5ccc(C)cc5s4)cc3)C2=O)cc1 (stereo not given) | -1 | 95 | 97 | 94 | 99 | 94 | 6 | 10 | 98 | 0.0 | .
COc1ccc(C(CCNCc2ccc(F)cc2)c2ccc(F)cc2)cc1 (stereo not given) | 0 | 98 | 99 | 101 | 102 | 105 | 4 | -1 | 99 | 0.7 | -8
COc1ccc(C2SCCN2C(=S)Nc2cccc(Cl)c2)cc1 (stereo not given) | 42 | 100 | 100 | 99 | 104 | 106 | 25 | 9 | 100 | -0.6 | -21
CCCc1nc2ccccc2c(=O)n1NC(=O)c1c(O)c2ccccc2[nH]c1=O | -1 | 95 | 92 | 94 | 94 | 95 | 4 | -20 | 95 | 1.5 | .
Cn1sc(NC(=O)c2cccc(Cl)c2)nc1=O | 6 | 97 | 99 | 98 | 98 | 96 | 8 | 11 | 97 | 0.1 | 3
CCOC(=O)Cn1c(=N)n(CCOc2ccc3ccccc3c2)c2ccccc21 | 10 | 102 | 103 | 98 | 101 | 104 | 10 | 28 | 99 | 1.4 | .
COc1ccc(-n2c(SCc3cn4c(C)cccc4n3)nc3ccccc3c2=O)cc1OC | 8 | 96 | 105 | 96 | 95 | 98 | 12 | 15 | 99 | 22 | 0
Cc1ccc(SCC(=O)NC(=O)Nc2ccc3c(c2)OCCO3)c(C)c1 | 9 | 98 | 96 | 96 | 101 | 101 | 5 | -16 | 96 | -0.4 | -4
C/C(=C(\C#N)C(=O)NCCN1CCOCC1)N(C)C | 3 | 102 | 101 | 102 | 107 | 106 | 12 | 15 | 103 | 0.6 | -4
Cc1ccc(S(=O)(=O)N(C(=O)c2ccncc2)c2ccc3oc4c(c3c2)CCCC4)cc1[N+](=O)[O-] | 3 | 95 | 94 | 97 | 99 | 99 | 15 | -5 | 95 | 2.7 | 18
Cc1c(C(=O)Nc2ccccc2)oc2c1C(=O)CC(C)(C)C2 | 7 | 94 | 91 | 93 | 97 | 92 | 20 | 16 | 96 | 0.5 | -10
Cc1ncc([N+](=O)[O-])n1CC(=O)NC1CCCCC1 | 5 | 98 | 93 | 99 | 96 | 99 | 6 | -22 | 100 | -0.3 | 4
O=C(CCN1C(=O)COc2ccccc21)NCCCN1CCN(c2ccccc2F)CC1 | 10 | 97 | 96 | 97 | 99 | 99 | 17 | 1 | 97 | 1.9 | .
Cc1sc2nc(C)n(/N=C/c3ccc(O)cc3O)c(=O)c2c1C | 0 | 96 | 104 | 95 | 95 | 94 | 21 | 22 | 98 | 0.0 | 15
O=C(Nc1nccc(-c2cccs2)n1)c1cccs1 | 0 | 100 | 101 | 96 | 100 | 98 | 13 | -9 | 101 | 0.1 | 10
Cc1ccc2cccc(Oc3nnnn3-c3ccccc3)c2n1 | 5 | 99 | 100 | 99 | 101 | 105 | 7 | 16 | 99 | 0.4 | -26
Clc1ccc(OCc2nnc(-c3ccccc3Br)o2)cc1 | 1 | 101 | 102 | 101 | 102 | 104 | 4 | 19 | 102 | 0.3 | .
O=C(O)CCc1ccc(-c2ccc(Br)cc2)n1Cc1ccco1 | 0 | 96 | 97 | 96 | 97 | 96 | 7 | 52* | 98 | -0.1 | .
N/C(=N\OC(=O)N1CCOCC1)c1ccc(Cl)cc1 | 16 | 97 | 100 | 96 | 98 | 98 | 6 | 23 | 97 | 0.8 | -6
CCOc1ccc(NS(=O)(=O)c2ccc(NC(=S)NC(C)=O)cc2)cc1 | 3 | 96 | 97 | 96 | 96 | 99 | 14 | 11 | 97 | 1.1 | -16
C=CCNC(=O)/C(=C/c1ccc(Br)cc1)NC(=O)c1ccccc1OC | 15 | 98 | 104 | 96 | 96 | 98 | 10 | 8 | 98 | -1.7 | -11
O=C(/C=C/c1cccc([N+](=O)[O-])c1)NCC1CCCO1 (stereo not given) | 10 | 97 | 97 | 95 | 98 | 97 | 2 | 0 | 97 | 1.0 | .

(further entries)
SMILES | ABCG2 inh | Rab2A wt mod | Rab7 wt GTP bind | Rac1 act GTP bind | Cdc42 wt | Rac1 wt modul | Avidin bead fluor | Mcl1 Noxa PPI | HRas wt GTP | ABCB1 inh | Pf gametocyte
Cc1ccc(C2=Nc3ccccc3N(C(=O)c3ccccc3)C(C)C2)cc1 (stereo not given) | 7 | 101 | 97 | 100 | 102 | 102 | 7 | -5 | 100 | 1.1 | -3
O=C(Nc1ncc(Br)s1)C(Cc1ccccc1)n1cccc1 (stereo not given) | -1 | 96 | 91 | 99 | 95 | 98 | 5 | 7 | 95 | -0.5 | .
CCn1c(SCC(=O)c2ccc(Cl)cc2)nnc1-c1cccs1 | 46 | 99 | 100 | 97 | 99 | 102 | 14 | -9 | 97 | 1.1 | -19
COc1ccc(C(C)=O)cc1COC(=O)CNC(=O)c1ccccc1F | 0 | 101 | 101 | 102 | 104 | 105 | 15 | 0 | 103 | -0.3 | -3
O=P(OC1CCS(=O)(=O)C1)(c1ccccc1)c1ccccc1 (stereo not given) | 0 | 100 | 101 | 101 | 100 | 102 | 11 | -12 | 100 | 0.2 | -7
COc1ccc(NC(=O)c2ccc(-c3nn(C)c(=O)c4ccccc34)cc2)cc1 | 8 | 99 | 99 | 101 | 99 | 103 | 16 | 5 | 100 | 2.1 | -7
CCCc1nnc(NC(=O)c2cccs2)s1 | 3 | 103 | 105 | 102 | 101 | 102 | 40 | 9 | 103 | 0.7 | .
CCOC(=O)c1[nH]c(C(=O)O)c(CCC(=O)OC)c1C | 0 | 93 | 93 | 99 | 94 | 102 | 10 | -13 | 94 | 0.0 | .
CC(=O)Nc1ccccc1C(=O)C(=O)Nc1cccc(C(=O)NC2CC2)c1 | 2 | 101 | 101 | 100 | 103 | 104 | 2 | 31 | 101 | 0.6 | -5
Cc1cccc(C(C)C)c1NC(=O)CN(C)Cc1cccc(F)c1 | 0 | 98 | 100 | 97 | 100 | 101 | 15 | 10 | 98 | 2.1 | .
Cc1cc(NC(=O)CSc2ccc3nnc(-c4cccnc4)n3n2)no1 | -1 | 96 | 95 | 96 | 99 | 97 | 7 | 7 | 97 | -1.0 | .
CCCCSc1nc(O)c(Cc2ccccc2)c(=O)[nH]1 | 0 | 104 | 103 | 99 | 104 | 106 | 9 | 8 | 102 | 0.2 | .
O=C(COC(=O)c1ccc(CNS(=O)(=O)c2ccc(F)c(Cl)c2)cc1)NC1CCCCCCC1 | -4 | 98 | 97 | 97 | 99 | 101 | 27 | 6 | 96 | -0.9 | 0
COC(=O)c1ccccc1NC(=O)c1cn(-c2ccc(C)c(C)c2)c(=O)c2ccccc12 | 7 | 101 | 101 | 103 | 101 | 103 | 2 | 42 | 103 | 11 | 0
COc1cc(NC(=O)c2cccs2)c(OC)cc1NC(=O)c1ccco1 | 3 | 90 | 95 | 96 | 96 | 92 | 4 | 13 | 95 | 1.7 | 4
CCOC(=O)N1CCN(C(=O)c2ccc(C#CC3(O)CCCCC3)cc2)CC1 | 2 | 106 | 105 | 99 | 102 | 106 | 4 | 15 | 105 | 0.4 | 5
CC(C)Oc1ccccc1C1CC(=O)Nc2cc3c(cc21)OCCO3 (stereo not given) | 4 | ? | ? | ? | ? | ? | 7 | 11 | ? | 0.6 | 13
O=C(NNc1cc(N2CCOCC2)nc(N2CCOCC2)n1)c1ccc(Cl)c(Cl)c1 | 9 | 99 | 99 | 99 | 102 | 103 | 11 | 20 | 101 | 1.1 | -4
Cc1onc(-c2ccccc2Cl)c1C(=O)NCC1CCCO1 (stereo not given) | 4 | 100 | 100 | 99 | 102 | 99 | 21 | -7 | 100 | 1.0 | .
COc1ccc(CCNC(=O)CNC(=O)Cn2cnc3sc(C)c(C)c3c2=O)cc1OC | 0 | 103 | 107 | 96 | 104 | 104 | 14 | 16 | 101 | 0.6 | -2
CCOC(=O)/C(=N\Nc1ccccc1Cl)N(C)C1CCS(=O)(=O)C1 (stereo not given) | 4 | 100 | 109 | 96 | 98 | 98 | 10 | -6 | 99 | 1.0 | -24
CCOc1cc(-c2cc(-c3ccc(N)cc3)nc(N)c2C#N)ccc1O | 0 | 99 | 104 | 101 | 100 | 104 | 15 | 27 | 101 | 0.0 | 18
Oc1c(CN2CCOCC2)cc(COCc2ccccc2)c2cccnc12 | 11 | 99 | 100 | 98 | 103 | 105 | 10 | -82 | 99 | 0.3 | -16

Random draw from the library; 2.3% or so of the library scored in one or more.
